KCNK3 block = human KCNK3 channel inhibition, primary screen; O14649; CHO-KCNK3 thallium flux, FluxOR fluorescence; active compounds read low; B-score at 10 µM; 340,000 tested, 0.84% active; AID 602410;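 active means B-score under library mean minus 4 SD, starting fluorescence ratio at most library mean plus 5 SD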;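 further: more negative B-score means stronger inhibition of thallium flux through KCNK3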
Target sequence (O14649 whole entry, looked up): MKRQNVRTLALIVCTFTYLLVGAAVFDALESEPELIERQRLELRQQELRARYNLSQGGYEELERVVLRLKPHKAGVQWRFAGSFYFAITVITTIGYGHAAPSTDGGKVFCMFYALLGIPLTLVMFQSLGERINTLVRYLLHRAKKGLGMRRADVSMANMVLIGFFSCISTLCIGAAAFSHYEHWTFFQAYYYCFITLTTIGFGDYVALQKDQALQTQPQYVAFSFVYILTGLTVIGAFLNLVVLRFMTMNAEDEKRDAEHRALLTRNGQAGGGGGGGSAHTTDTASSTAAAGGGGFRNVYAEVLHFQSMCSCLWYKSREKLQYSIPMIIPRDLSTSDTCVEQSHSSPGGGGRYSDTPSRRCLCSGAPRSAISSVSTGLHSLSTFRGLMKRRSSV
KCNQ1 block = human KCNQ1 channel inhibition. B-score at 10 µM. P51787. 310,000 tested, 1.3% active. CHO-K1 KCNQ1, FluxOR thallium flux fluorescence; active compounds read high;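 active means compounds whose thallium flux B-score, printed positive for inhibition, exceeds three library SD while starting fluorescence stays within three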;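 further: channel opened by potassium depolarization with thallium stimulus after 20 min compound exposure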
RGS4 pot = RGS4 potentiation or activation; HEK293 M3R/inducible RGS4, carbachol calcium flux Fluo4; active compounds read low; B-score at 10 µM; 310,000 tested, 0.92% active; AID 463111;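 active means B-score of the integrated calcium signal more than 4 SD below the library mean, with starting fluorescence not abnormally high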;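 further: negative B-score means reduced calcium response which marks RGS4 activation or potentiation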
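test system = HEK293 cells with stable M3R and inducible RGS4 | schedule = recording 10 s baseline at 1 Hz, 100 s post-agonist | technique = Fluo4-AM (2 µM) calcium-flux fluorescence, kinetic read | measure = Agonist-evoked peak-minus-minimum fluorescence over baseline, integrated ratio, B score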
hERG protect = shields human hERG channel from block by proarrhythmic agents; Q12809; activation (rescue from dofetilide block), less the hit threshold, % at 10 µM; CHO-hERG, FluxOR thallium flux, dofetilide IC70 present; 310,000 tested, 0.51% active;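 active means activation above the mean of controls blocked by dofetilide plus 5 SD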;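 further: thallium influx through hERG after potassium depolarization seen as dye fluorescence rise; in these data hits start at about 4.7%; inactives centre near -7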
KCNK9 inh = inhibitors of human KCNK9 two-pore domain potassium channel. 310,000 tested, 1.2% active. HEK293 KCNK9, FluxOR thallium flux fluorescence; active compounds read low. Q9NPC2. B-score at 10 µM;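 active means ratio B-score over 3 SD below the library mean, with starting fluorescence within 5 SD of its mean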;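 further: negative B-score means less thallium flux so channel inhibition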
RGS4 block = human RGS4 inhibition; P49798; HEK293 M3R/RGS4 inducible, Fluo-4 calcium flux; active compounds read high; triggered by carbachol at its EC20; B-score at 10 µM; 310,000 tested, 0.45% active;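 active means B-score, a plate-corrected calcium signal, over three deviations above library mean, with baseline fluorescence within five deviations of library mean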;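 further: RGS4 expression induced by doxycycline in cells with stable M3 receptor; B-score is computed from the integrated fluorescence ratio over baseline after carbachol; higher B-score means a larger calcium signal and so more RGS4 inhibition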
Target sequence (P49798 whole entry, looked up): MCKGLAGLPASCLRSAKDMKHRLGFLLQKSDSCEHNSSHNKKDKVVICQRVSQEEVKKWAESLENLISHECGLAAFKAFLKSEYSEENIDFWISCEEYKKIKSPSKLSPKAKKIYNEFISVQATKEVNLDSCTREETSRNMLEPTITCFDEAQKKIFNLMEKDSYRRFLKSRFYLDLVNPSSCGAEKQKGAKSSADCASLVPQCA
PolyA inhibitor = blocks polyadenylation in yeast reporter cells. S. cerevisiae SKY197-pL101 polyadenylation reporter, beta-gal luminescence; efflux-impaired pdr1/pdr3 knockout yeast; score 100 = 6 SD above DMSO. calls only at 12 µM. 300,000 tested, 0.02% active. AID 1875;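 active means lowest replicate activity score at least 50, where 100 means six control SD above control mean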;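 further: yeast exposed to compound for 9 h at 30 °C; higher score means more reporter readthrough which indicates perturbed polyadenylation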
KCNQ1 pot = potentiators or activators of human KCNQ1 potassium channel. P51787. CHO-K1 KCNQ1, thallium flux FluxOR fluorescence; active compounds read high. B-score at 10 µM. 310,000 tested, 0.35% active. AID 2648;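 active means fluorescence ratio B-score, a plate-corrected score, at least three library SD, with initial intensity B-score within 5 SD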
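Test system: CHO-K1 cells stably expressing KCNQ1 / Medium: assay buffer / Also added: depolarizing K+/Tl+ stimulus, K2SO4 and Tl2SO4 each 12.5 mM in 5x stock / Incubation: 90 min dye loading and 20 min compound exposure, both at room temperature / Signal: thallium influx via FluxOR fluorescence, kinetic imaging / Evaluation: B score of baseline-normalized fluorescence ratio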
GSK3beta inhib = inhibitors of human GSK3beta kinase | GST-GSK3beta kinase, ADP-Glo luminescence, 60 min; active compounds read low | activity score (negative = inhibition), % at 10 µM | 300,000 tested, 0.038% active;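 active means more than half of replicate wells score below -50%, meaning over 50% inhibition versus plate controls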;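 further: 0% = median DMSO wells and -100% = median GW8510 positive control wells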
Target sequence (P49841 whole entry, looked up): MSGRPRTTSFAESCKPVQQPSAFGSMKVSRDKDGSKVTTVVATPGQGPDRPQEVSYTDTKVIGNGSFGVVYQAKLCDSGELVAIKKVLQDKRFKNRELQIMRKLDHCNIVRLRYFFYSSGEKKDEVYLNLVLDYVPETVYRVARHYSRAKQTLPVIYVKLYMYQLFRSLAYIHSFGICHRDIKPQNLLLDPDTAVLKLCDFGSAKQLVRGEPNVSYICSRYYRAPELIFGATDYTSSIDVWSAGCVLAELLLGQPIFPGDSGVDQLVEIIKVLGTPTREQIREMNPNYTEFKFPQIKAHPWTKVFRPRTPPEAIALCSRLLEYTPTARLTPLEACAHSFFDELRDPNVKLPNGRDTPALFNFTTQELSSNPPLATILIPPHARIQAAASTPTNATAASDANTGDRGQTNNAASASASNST
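test system = GST-tagged human GSK3beta kinase, cell-free | reagent = 25 µM ATP with peptide substrate | dosing = one dose of 10 µM per compound | schedule = 60 min reaction, RT | detection = luminescent ADP-Glo measurement of ADP formed | control set = DMSO neutral wells and GW8510 at 20 µM as positive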
DYRK1A inh = inhibitors of rat Dyrk1A kinase | Q63470 | 310,000 tested, 0.43% active | ADP-Glo luminescence, NFATc1 peptide | inhibition, % at 12.5 µM | AID 504441; in the data active means inhibition above about 50%;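 further: plate controls were vehicle with enzyme for no effect and no enzyme for full effect; many of its hits are not listed in these tables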
GSK3 alpha inh = blocks human GSK-3 alpha kinase. ADP-Glo luminescence, 60 min. inhibition, % at 10 µM. 320,000 tested, 0.1% active;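 in the data active means inhibition above about 50%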;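 further: GST-tagged GSK-3 alpha with peptide substrate and 25 µM ATP; 0% = DMSO neutral wells and 100% = GW8510 positive control wells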
* = called active by the depositor; i = inactive; · = not tested or not shown. Not all compounds are listed; count on the stated rates, not on these rows.

SMILES | KCNK3 block | KCNQ1 block | RGS4 pot | hERG protect | KCNK9 inh | RGS4 block | PolyA inhibitor | KCNQ1 pot | GSK3beta inhib | DYRK1A inh | GSK3 alpha inh
COc1ccc(NC(=O)C2CC(=O)N(CCc3ccc(F)cc3)C2)c(OC)c1 (stereo not given) | i | i | i | -5.5 | i | i | i | i | 2.7 | -4.5 | -0.1
O=C(O)/C=C/C(=O)Nc1ccc(SC(F)(F)F)cc1 | i | i | i | -14.2 | i | i | i | i | 1.7 | 6.3 | -3.2
Cc1nn(C)c(C(=O)NC2C3CC4CC(C3)CC2C4)c1Cl (stereo not given) | i | i | i | -7.5 | i | i | i | i | -1.0 | -0.3 | -3.1
O=C(CSc1ccc2nnc(-c3ccccn3)n2n1)Nc1cccc(F)c1 | i | i | i | -7.4 | i | i | i | i | -2.9 | 3.1 | 0.7
CNC(=O)COc1coc(CN2CCN(c3ccccc3F)CC2)cc1=O | i | i | i | -2.4 | i | i | i | i | -0.7 | 2.5 | -3.7
O=C(N/N=C/c1ccccc1OC(F)F)NC1CCCCC1 | i | i | i | -6.9 | i | i | i | i | 1.2 | -0.5 | 1.7
S=c1nc(-c2cc(Cl)cc(Cl)c2)[nH][nH]1 | i | i | i | -3.5 | i | i | i | i | -0.2 | · | -4.5
CCn1c2ccccc2c2nc3cc(OC)c(OC)cc3nc21 | i | i | i | -13.1 | i | i | i | i | -1.6 | 2.2 | ·
Cn1c(OCc2ccco2)nc2c1c(=O)n(Cc1ccc(Cl)c(Cl)c1)c(=O)n2C | i | i | i | -4.6 | i | 5.94* | i | i | 0.0 | -3.2 | 1.4
COc1ccc(C(C#N)C2(C)OCCO2)cc1OC (stereo not given) | i | i | i | -4.8 | i | i | i | i | -0.9 | 0.3 | -0.6
CC1CCN(S(=O)(=O)c2ccc3c(c2)N(CC(=O)NCCN2C(C)CCCC2C)C(=O)CS3)CC1 (stereo not given) | i | i | i | -0.8 | i | i | i | i | -2.8 | · | -8.6
Cc1nc2cc(-n3ccc(=O)cc3)ccc2n1-c1ccccc1 | i | i | i | 0.7 | i | i | i | i | 2.6 | 16.7 | 9.5
CC(C)c1cc(N2CCOCC2)n2ncc(-c3ccccc3)c2n1 | i | i | i | -8.8 | i | i | i | i | -0.5 | 1.8 | 1.0
COc1ccc(S(=O)(=O)N2CCC(Cc3ccccc3)CC2)cc1C(N)=O | i | i | i | -1.1 | i | i | i | i | 0.9 | · | 4.9
O=c1c(Cl)c(N2CCCCC2)cnn1-c1nc2ccccc2[nH]1 | i | i | i | -14.1 | i | i | i | i | 0.4 | 0.1 | 2.0
COC(=O)C1=C(C)NC(C)=C(C(=O)OC)C1c1cc2cc(C)ccc2[nH]c1=O | i | i | i | -13.6 | i | i | i | i | 1.4 | 7.2 | -2.3
OCC(O)C1OC(Nc2ccc(Cl)cc2)C(O)C1O (stereo not given) | i | i | i | -8.2 | i | i | i | i | 2.0 | -0.4 | 0.5
CC(CCc1ccccc1)NS(=O)(=O)c1ccccc1F (stereo not given) | i | i | i | -9.2 | i | i | i | i | -1.2 | 10.9 | -0.7
COc1ccc(NS(=O)(=O)c2cccc(NC(=O)CCC(=O)c3cccs3)c2)cc1 | i | i | i | -13.0 | i | i | i | i | -0.3 | -4.7 | 0.3
CC(=O)Nc1ccc(Nc2cc(C)nc3c(-c4ccc(Cl)cc4)cnn23)cc1 | i | i | i | 0.1 | i | i | i | i | -0.9 | -6.7 | -0.2
CC(C)Oc1cc(NC(=O)CS(=O)CC(=O)N(C)C)c(Cl)cc1Cl (stereo not given) | i | i | i | -5.6 | i | i | i | i | 2.3 | -0.8 | -0.9
CCOC(=O)C1=C(C)N=c2sc(=C(C)C)c(=O)n2C1c1ccc(N(C)C)cc1 (stereo not given) | i | i | i | -2.6 | i | i | i | i | -1.6 | -1.5 | -1.2
O=C(CCC(=O)c1cccs1)NCC(=O)Nc1ccc(F)c(F)c1F | i | i | i | -3.2 | i | i | i | i | -1.5 | -1.8 | -3.7
COC(=O)c1ccc(S(=O)(=O)NCc2ccco2)n1C | i | i | i | -5.7 | i | i | i | i | -3.1 | -3.6 | -0.6
CSc1ccccc1C(=O)Nc1ncn[nH]1 | i | i | i | -5.0 | i | i | i | i | 1.5 | 1.3 | 0.3
O=C(CNC(=O)c1ccco1)N/N=C/c1ccc(C(=O)O)cc1 | i | i | i | -3.6 | i | i | i | i | -3.8 | -0.1 | -1.1
COc1ccc(-c2nc(CN3CCC(C(=O)NC4CC4)CC3)c(C)o2)cc1OC | i | i | i | -6.3 | i | i | i | i | 3.6 | -0.9 | 0.2
O=C(O)c1cc(O)ccc1NC(=O)C(c1ccccc1)c1ccccc1 | i | i | i | -3.7 | i | i | i | i | 3.9 | -1.5 | -7.3
O=C(c1cccc(C(F)(F)F)c1)N1CCN(S(=O)(=O)c2ccc(Cl)s2)CC1 | i | i | i | -9.9 | i | i | i | i | -8.6 | -4.6 | -1.0
O=C1CS/C(=N/N=C/c2ccc(OS(=O)(=O)c3ccccc3)cc2)N1 | i | i | i | -10.5 | i | i | i | i | -4.0 | -1.7 | -3.1
CC1C(=NO)C(C)C(c2ccccc2)NC1c1ccccc1 (stereo not given) | i | i | i | -14.3 | i | i | i | i | -2.7 | -0.2 | ·
CSc1ccc(/C=C(\C(=O)O)c2ccc(S(=O)(=O)N3CCCCC3)s2)cc1 | i | i | i | -8.2 | i | i | i | i | 0.1 | 47.2 | 14.3
COCCNC(=S)N(CCc1c(C)[nH]c2ccccc12)Cc1cccnc1 | i | i | i | -4.3 | i | i | i | i | -9.0 | -2.6 | -0.6
COc1ccc(N=C2SC(C(=O)Nc3ccc(C(=O)O)cc3)CC(=O)N2Cc2cccs2)cc1 (stereo not given) | i | i | i | -2.6 | i | i | · | i | 1.9 | -6.3 | -3.1
O=C(Nc1ccc(NC(=S)NC(=O)c2cccs2)cc1)c1ccco1 | i | i | i | -12.9 | i | i | i | i | -0.8 | 2.7 | -2.1
CCOC(=O)c1c(C)[nH]c(C)c1S(=O)(=O)N(C)CC(=O)Nc1ccc(C)cn1 | i | i | i | -3.8 | i | i | i | i | -0.4 | 3.7 | -2.5
O=C(CNC(=O)c1ccccc1Br)NCCSc1ccc(Br)cc1 | i | i | i | -14.5 | i | i | i | i | -4.4 | -3.5 | -1.0
Cc1ccc2c(c1)N(C(=O)CCC(=O)NCCN1CCOCC1)CCO2 | i | i | i | -2.6 | i | i | i | i | 0.6 | 0.4 | -1.0
O=C(NC1CCCC1)C(c1cccnc1)N(Cc1ccc(F)cc1)C(=O)c1csnn1 (stereo not given) | i | i | i | -8.8 | i | i | i | i | 2.6 | -8.4 | -1.5
Cc1ccc(NC(=O)CSc2nnc3c(n2)[nH]c2ccccc23)cc1 | i | i | i | -5.6 | i | i | i | i | 2.7 | -3.4 | -1.3
COC(=O)C1=C(C)N(Cc2ccccc2)C(=O)N[C@H]1c1cccc(C(F)(F)F)c1 | i | i | i | -16.1 | i | i | i | i | -0.3 | 7.4 | -0.3
CC(=O)c1ccc(NC(=S)N2CCN(C(=S)Nc3ccc(C(C)=O)cc3)C(C)C2)cc1 (stereo not given) | i | i | i | -3.8 | i | i | i | i | 1.2 | · | -0.6
COc1cccc(N(CC(=O)NCc2cccnc2)S(C)(=O)=O)c1 | i | i | i | -6.6 | i | i | i | i | -2.1 | -1.0 | -2.0
CSCCC(NC(=O)c1ccccc1Br)C(=O)N1CCCC(C(F)(F)F)C1 (stereo not given) | i | i | i | -16.3 | i | i | i | i | -0.8 | · | -3.2
COC(=O)C(CC(=O)c1ccc(Cl)cc1)c1ccc(C)cc1 (stereo not given) | i | i | i | -0.8 | i | i | i | i | -0.2 | 3.0 | 0.2
O=C1/C(=C\c2ccsc2)NC(=S)N1c1ccccc1 | i | i | i | -8.4 | i | i | i | i | -3.6 | -6.3 | -2.7
CCC(=O)Nc1nnc(CSCc2ccccc2)s1 | i | i | i | -5.3 | i | i | i | i | 3.4 | -5.4 | -0.1
COc1ccc(-n2c(C)cc(C(=O)CSc3ccc(NC(C)=O)cc3)c2C)cc1 | i | i | i | -5.5 | i | i | i | i | 2.0 | -0.7 | -0.3
Cc1cc2c(cc1S(=O)(=O)N1CCN(c3cccc(C)c3C)CC1)OCC(=O)N2 | i | i | i | -4.1 | i | i | i | i | -2.6 | -1.4 | 2.5
COc1ccc(-c2noc(N3CCCC(C(=O)Nc4cc(F)ccc4F)C3)n2)cc1 (stereo not given) | i | i | i | -5.5 | i | i | i | i | -3.8 | -2.5 | -2.5
O=C1CC(C(=O)Nc2ccccc2)C2(CCCCC2)O1 (stereo not given) | i | i | i | -9.3 | i | i | i | i | 3.2 | 5.3 | -1.0
CS(=O)(=O)N(Cc1ccccc1)c1ccc(C(=O)NCc2cccnc2)cc1 | i | i | i | -11.6 | i | i | i | i | 0.0 | 4.8 | -0.9
Cc1cccc(OCC(=O)NCC(=O)N/N=C/c2c(C)[nH]c3ccccc23)c1 | i | i | i | -6.6 | i | i | i | i | 0.0 | 13.7 | -1.3
CCN(c1cccc(C(F)(F)F)c1)S(=O)(=O)c1ccc2c(c1)CCN2C(=O)C1CC1 | i | i | i | -7.9 | i | i | i | i | 4.2 | 2.0 | -0.7
CC(C)(C)c1nnc(NC(=O)CN2C(=O)C3C4C=CC(C4)C3C2=O)s1 (stereo not given) | i | i | i | -10.1 | i | i | i | i | -1.6 | -5.9 | ·
CC(C)c1ccc(NC(=S)NCc2ccc3c(c2)OCO3)cc1 | i | 8* | i | -15.1 | i | i | i | i | -0.4 | 4.5 | -1.3
Cc1ccc(OCC(O)CN2CCOCC2)cc1 (stereo not given) | i | i | i | -2.5 | i | i | i | i | 3.3 | · | -0.8
CN(C)CCN1C(=O)c2oc3ccc(F)cc3c(=O)c2C1c1ccncc1 (stereo not given) | i | i | i | -6.2 | i | i | i | i | -0.4 | -9.0 | -0.5
C(#CCN1CCC(Cc2ccccc2)CC1)COCCOCc1ccccc1 | i | i | i | -13.8 | i | i | i | i | 2.9 | -1.8 | -5.4
S=c1[nH]nc(-c2ccco2)n1/N=C/c1cccs1 | i | i | i | -3.7 | i | i | i | i | -1.0 | 31.8 | 1.5

Source: PubChem
